Source: PubChem BioAssay
aSyn tox rescue: alpha-synuclein toxicity suppression in yeast. S. cerevisiae alpha-synuclein toxicity rescue, BacTiter-Glo growth, 24 h. Potency, µM (top dose mostly 46.1 µM), without a hit: at the top dose growth rescue (activation), most hits filed as activators. hit rate 0.02% among 94,000. AID 1347070; active = well fitted activation curve with a large enough effect; note: 0% is about no effect
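Growth restoration measured by BacTiter-Glo luminescence after 24 hr at 30 deg C; alpha-synuclein yeast, raffinose-pregrown to mid-log, were added at OD600=0.02 in galactose medium onto pinned compounds.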
* hit, by the source's call; & = joins results of further samples. Potency is the fitted concentration of half-maximal effect.

entry	canonical_smiles	aSyn tox rescue
1	CCCCN(C)C(=O)c1cn(CC)c2ccc(S(=O)(=O)N(C)C)cc2c1=O	-1.9%
2	O=C(Nc1ccccn1)c1ccc(Cl)c(S(=O)(=O)N2CCCCCC2)c1	-26.9%
3	Cc1ccc2cc(CCNC(=O)c3cccc([N+](=O)[O-])c3)c(=O)[nH]c2c1C	2.0%
4	COc1ccc(Cl)cc1NC(=O)Cn1c(=O)n(Cc2cccs2)c(=O)c2cccnc21	0.2%
5	CCOC(=O)c1sc(NC(=O)C2c3ccccc3Oc3ccccc32)c(C(=O)OCC)c1C	0.4%
6	Cc1cc(C)cc(NC(=O)[C@H]2O[C@@H]3OC(C)(C)O[C@@H]3[C@H]3OC(C)(C)O[C@H]32)c1	1.1%
7	Cc1ccc2nc(C)cc(N/N=C/c3ccc(F)cc3)c2c1	-6.7%
8	COc1ccc(NC(=O)CC(C)C)c([N+](=O)[O-])c1	1.1%
9	Cc1ccc(NC(=O)c2cccc(S(=O)(=O)N3CCN(c4ccccc4)CC3)c2)nc1	3.6%
10	CCN(CC)C(=O)Cn1c(=O)n(CCCCCC(=O)NCc2ccccc2Cl)c(=O)c2sccc21	-9.2%

Fetched by compound from the list above, 7 records:
entry	canonical_smiles	aSyn tox rescue
7	Cc1ccc2nc(C)cc(N/N=C/c3ccc(F)cc3)c2c1	-6.7%
8	COc1ccc(NC(=O)CC(C)C)c([N+](=O)[O-])c1	1.1%
1	CCCCN(C)C(=O)c1cn(CC)c2ccc(S(=O)(=O)N(C)C)cc2c1=O	-1.9%
10	CCN(CC)C(=O)Cn1c(=O)n(CCCCCC(=O)NCc2ccccc2Cl)c(=O)c2sccc21	-9.2%
3	Cc1ccc2cc(CCNC(=O)c3cccc([N+](=O)[O-])c3)c(=O)[nH]c2c1C	2.0%
2	O=C(Nc1ccccn1)c1ccc(Cl)c(S(=O)(=O)N2CCCCCC2)c1	-26.9%
9	Cc1ccc(NC(=O)c2cccc(S(=O)(=O)N3CCN(c4ccccc4)CC3)c2)nc1	3.6%

Next entries
entry	canonical_smiles	aSyn tox rescue
11	Cc1ccc(S(=O)(=O)N(C)C)cc1NC(=O)CSc1ncc(C(F)(F)F)cc1Cl	-1.9%
12	Cc1sc2c(c1C)c(=O)n(CCc1ccccc1)c(=O)n2Cc1ccc(C(C)(C)C)cc1	4.2%
13	CCOc1ccccc1CNC(=O)CCn1ccc2cc(S(=O)(=O)N3CCC(C)CC3)ccc21	3.5%
14	Cc1ccc(S(=O)(=O)CCC(=O)Nc2cc(Cl)ccc2-n2cncn2)cc1	10.2%
15	COc1ccc([N+](=O)[O-])cc1NC(=O)CSc1ncccn1	2.3%
16	Cc1ccc(C)c(CNC(=O)c2sc3ncnc(N(C)C4CCCCC4)c3c2C)c1	10.0%
17	C/C(=N\NC(=O)Cn1ccc(C(F)(F)F)n1)c1ccc(N2CCOCC2)cc1	-9.7%
18	CCN(C(=O)C(Cc1ccccc1)NS(=O)(=O)c1cccc2nsnc12)c1ccccc1 (stereo unspecified)	1.4%
19	O=S(=O)(c1ccccc1)c1nnn2c1nc(N1CCN(c3ccccc3)CC1)c1cc(Cl)ccc12	-8.7%
20	COc1cccc(CC2(CO)CCCN(C(=O)c3cc[n+]([O-])cc3)C2)c1 (stereo unspecified)	-9.8%
21	CC1CCN(C(=O)c2ncn3c2c(=O)[nH]c2ccccc23)CC1	2.3%
22	CCC(C(=O)Nc1cc(OC)cc(OC)c1)n1nc(-c2ccc(C)c(C)c2)ccc1=O (stereo unspecified)	26.0%
23	CCN1CCN(Cc2nc3cc(NC(=O)c4cc(OC)c(OC)c(OC)c4)ccc3n2CC)CC1	-2.0%
24	Cc1ccc(S(=O)(=O)N2C[C@H]3C(=O)C[C@@H](c4cccc(Cl)c4)N(S(=O)(=O)c4ccc(C)cc4)[C@H]3C[C@H]2c2ccc(Cl)cc2)cc1	9.1%
25	CCOC(=O)c1sc(CS(=O)(=O)c2ccc(Cl)cc2)nc1C	0.9%
26	CN(C(=O)CSc1nc2ccc(NC(=O)c3ccco3)cc2s1)c1ccccc1	1.7%
27	NC(=O)CCC(NC(=O)OCc1ccccc1)C(=O)OCC(=O)c1ccccc1 (stereo unspecified)	-4.7%
28	C=CCNC(=S)NCC=C	9.6%
29	CC(=O)OCc1cc(-c2nc3ccccc3[nH]c2=O)nn1-c1ccc(Cl)cc1	3.8%
30	C[C@H](CO)N1C[C@H](C)[C@@H](CN(C)C(=O)Nc2cc(F)ccc2F)Oc2ncc(-c3cccc(F)c3)cc2C1=O	3.2%
31	O=C(Cn1cc(C(F)(F)F)ccc1=O)Nc1ccc2c(c1)OCO2	5.6%
32	CC(=O)c1ccc(N2CCN(c3ncnc4c3c(-c3ccccc3)cn4-c3ccc(C)c(Cl)c3)CC2)cc1	-0.9%
33	C=CCSc1nc2c(N)ncnc2n1C1OC(CO)C(O)C1O (stereo unspecified)	3.8%
34	C(#Cc1ccccc1)CN1CCCCC1	2.0%
35	COc1ccc(N2CC(NC(=O)c3ccc(S(=O)(=O)N4CCCCC4)cc3)CC2=O)cc1 (stereo unspecified)	-2.4%
36	CCN(CC)CCN(Cc1cc2ccc(C)cc2[nH]c1=O)C(=O)NC1CCCCC1	-4.6%
37	Cn1ncc([N+](=O)[O-])c1C(=O)Nc1cccc2ccccc12	-1.1%
38	CCN(C(=O)C1CCC(CNS(=O)(=O)c2cccc3nsnc23)CC1)c1cccc(C)c1 (stereo unspecified)	14.3%
39	NC1(CO)COC(c2ccccc2)OC1 (stereo unspecified)	6.6%
40	CCC(=O)N=c1sc2cc(F)cc(F)c2n1C	-7.5%
41	O=C(Cn1c(=O)n(-c2ccc(Cl)cc2)c(=O)c2c3c(sc21)CCC3)c1ccc(F)cc1	-9.8%
42	COc1ccc(Cl)cc1NC(=O)Nc1c[nH]c(=O)[nH]c1=O	-7.4%
43	CSCC[C@H](NC(=O)Nc1ccccc1C)C(=O)O	2.4%
44	O=C(Cn1c(=O)n(-c2ccccc2)c(=O)c2sc3ccccc3c21)N1CCCC1	-0.9%
45	COCCCNC(=O)Cn1c(=O)n(Cc2ccc(C(=O)NCc3ccc(C)cc3)cc2)c(=O)c2ccccc21	3.9%
46	Brc1cccc(-c2cnn3c(-c4ccccc4)cc(-c4ccccc4)nc23)c1	0.7%
47	COc1ccc(/C=C2\CCc3c2nc2ccccc2c3C(=O)O)cc1OC	-12.8%
48	O=c1[nH]c(NNC(=S)NC2CCCCC2)nc2c1C1(CCCC1)Cc1ccccc1-2	-3.6%
49	CC(=O)Nc1ccc(NC(=O)CSc2nc(C)nc3sc(C)c(C)c23)cc1	7.8%
50	Cc1ccc(NC(=O)NNC(=O)c2ccccc2)cc1	-2.7%
51	COc1ccccc1CNC(=O)CCCC(=O)n1ncc2cc(C)ccc21	2.2%
52	COc1ccc(NC(=O)CN2C(=O)CC(c3ccco3)Sc3ccccc32)cc1OC (stereo unspecified)	1.2%
53	Nc1c(C(=O)Nc2cccc(F)c2)nnn1-c1cccc(C(F)(F)F)c1	-0.8%
54	CCN(CC)c1ccc(C2C(C(N)=O)=C(C)Nc3nc(SCc4ccccc4)nn32)cc1 (stereo unspecified)	5.8%
55	CCOc1ccc(CNS(=O)(=O)c2ccc3c(c2)CC(C)N3C(C)=O)cc1OC (stereo unspecified)	8.6%
56	Cc1ccccc1C(=O)N1CC(=O)Nc2ccc(Cl)cc2C1c1ccccc1 (stereo unspecified)	6.0%
57	CCCCNC(=NCc1cccc(C(F)(F)F)c1)Nc1ccccc1	4.4%
58	O=C(CSc1oc(-c2ccccc2)nc1S(=O)(=O)c1ccc(Cl)cc1)NC1CCCCC1	-9.4%
59	C[C@@H]1CN([C@@H](C)CO)C(=O)CCCn2cc(nn2)CO[C@H]1CN(C)S(=O)(=O)c1ccccc1F	5.1%
60	CCOc1ccc(NS(=O)(=O)c2ccc3nc(-c4ccccc4)[nH]c3c2)cc1	2.4%

Carrying on.
entry	canonical_smiles	aSyn tox rescue
61	CCOC(=O)c1ccc(N2C(=O)c3n[nH]c(-c4cccs4)c3C2c2ccc(C(C)C)cc2)cc1 (stereo unspecified)	-5.3%
62	COc1ccc(-c2nc3scc(CCNS(=O)(=O)c4c(C)noc4C)n3n2)cc1	2.1%
63	C=CCc1cccc2cc(C(=O)Nc3cccc(Cl)c3)c(=O)oc12	-2.0%
64	COc1ccc(-n2nc(C(=O)N3CCN(c4cccc(C)c4C)CC3)c3c4ccccc4n(C)c3c2=O)cc1	-7.5%
65	COC(=O)Cc1ccc(NC(=O)c2ccccc2Br)cc1	-4.6%
66	Cc1ccc(Nc2nc(-c3cccnc3)nc3ccccc23)cc1	-1.5%
67	Cc1ccc(CNC(=O)CN2CCN(Cc3ccc(F)cc3)C2=O)cc1	7.7%
68	COc1cccc(CNC(=O)C2CCN(c3nnc(-n4c(C)ccc4C)s3)CC2)c1OC	-6.1%
69	S=C(NCc1ccco1)Nc1ccc2c(c1)OCCO2	6.2%
70	O=C1CC2(CCN(C(=O)c3ccccc3Br)CC2)Oc2ccccc21	11.0%
71	Cc1cccc(OCCCCn2nnc3sc4c(c3c2=O)CCC(C)C4)c1 (stereo unspecified)	6.0%
72	COc1ccc(N(C(=O)/C=C\C(=O)Nc2ccc(Cl)cc2)C(C(=O)NCc2ccco2)c2ccc(C)cc2)cc1 (stereo unspecified)	-3.9%
73	CCOC(=O)CNc1nc(Cl)nc(Nc2ccc(C)cc2)n1	4.1%
74	CCCCN1CC2([N+](=O)[O-])C=CC(=O)C([N+](=O)[O-])(C1)C2CC(=O)c1ccccc1 (stereo unspecified)	-10.5%
75	O=C(CC1(O)C(=O)N(CCc2ccccc2)c2ccc(Br)cc21)c1ccccc1 (stereo unspecified)	-6.3%
76	CN(C1CCCCC1)S(=O)(=O)c1ccc(-c2ccccn2)s1	-0.9%
77	O=C(NCC1CCCN1S(=O)(=O)c1cccs1)c1ccc(Cl)cc1 (stereo unspecified)	-4.5%
78	O=C(Nc1ccc(F)c(Cl)c1)c1cc(S(=O)(=O)N2CCCc3ccccc32)ccc1F	0.6%
79	Cc1ccc(OCCC(=O)OCC(=O)Nc2ccc(F)cc2)cc1	6.6%
80	CCOC(=O)C1(Cc2cccc(OC)c2)CCN(CC2CC=CCC2)CC1 (stereo unspecified)	-4.0%
81	CCOc1ccc(S(=O)(=O)N2CCN(C(=O)c3cccnc3)CC2)cc1	4.8%
82	CCOC(=O)c1[nH]c(C)c(CCC(=O)N2CCN(c3ccccc3)CC2)c1C	-1.5%
83	COc1cc(Br)ccc1C1C(C(=O)Nc2ccc(C)cc2C)=C(C)Nc2nnnn21 (stereo unspecified)	7.5%
84	Cn1c(CCN2CCOCC2)nc2cc(NS(=O)(=O)c3ccccc3)ccc21	-1.8%
85	Nc1c(-c2nc(-c3ccc4c(c3)OCO4)cs2)c2ccccn2c1C(=O)c1ccccc1	-3.0%
86	CC(C)(C)c1ccc(C(=O)Nc2cc(-c3nc4ccccc4o3)ccc2Cl)cc1	5.2%
87	O=C(NC(Cc1c[nH]c2ccccc12)C(=O)O)/C(=C\c1ccc2c(c1)OCO2)NC(=O)c1ccccc1 (stereo unspecified)	-4.6%
88	O=S(=O)(c1cccc2nsnc12)N1CCN(c2ccccc2F)CC1	3.3%
89	Cc1cc(C)c(S(=O)(=O)NC2CCN(Cc3ccccc3)CC2)c(C)c1	10.0%
90	CC(C)NC(=O)c1ccc(Cn2c(SCC(N)=O)nc3ccccc3c2=O)cc1	0.9%
91	CC(=O)c1cccc(NC(=O)C2CCN(c3nnc(-n4cccc4)s3)CC2)c1	-9.2%
92	CCCN(CCC)C(=O)Cn1c(=O)n(-c2ccc(CC)cc2)c(=O)c2ccc(C(=O)NCCc3ccccc3)cc21	11.9%
93	COc1cccc(CNC(=O)C2CCN(C(=O)c3cnn(-c4ccccc4)c3-n3cccc3)CC2)c1	3.2%
94	Cc1ccc(CNC(=O)C(C)C2Sc3ccccc3NC2=O)cc1 (stereo unspecified)	0.3%
95	COc1cccc(C(=O)NCC(c2ccc3c(c2)OCO3)N2CCOCC2)c1 (stereo unspecified)	-8.4%
96	CCOc1nc(NC(=O)NS(=O)(=O)Oc2cccc(Cl)c2)nc(-c2ccccc2)n1	3.9%
97	CN(CC(=O)Nc1cccc(S(=O)(=O)N(C)C)c1)Cc1ccccc1	4.2%
98	CCc1ccc(NC(=O)c2cnc3sc(N4CCCC4)nn3c2=O)cc1	-5.1%
99	Cc1cc(NC(=O)CN2CCC(O)CC2)nc2c1c(=O)oc1ccccc12	3.4%
100	O=C(/C=C/c1c(F)cccc1Cl)Nc1nn[nH]n1	12.4%
101	Cc1ccc(NC(=S)N/N=C/c2cccn2Cc2ccccc2F)cc1	-15.4%
102	COc1ccc(-c2nc3ccccc3o2)cc1NC(=O)CSc1ccc(Cl)cc1	3.4%&-9.6%
103	CC1Cc2cc(S(=O)(=O)CCC(=O)Nc3ccc(F)cc3Cl)ccc2N1C(=O)C1CC1 (stereo unspecified)	4.7%
104	CC(C)(C)OC(=O)N1CCC(c2c(C(=O)NC3CCCCC3)cnn2-c2ccc(F)cc2F)CC1	4.5%
105	O=C(Nc1cc(SCC(O)CO)cc([N+](=O)[O-])c1)c1ccc(-n2cnnn2)cc1 (stereo unspecified)	-4.9%
106	O=C1[C@H]2[C@H](ON3CCCC[C@H]23)C(=O)N1c1cccc(C(F)(F)F)c1	-1.7%
107	CCCCn1c(N)c(N(Cc2ccccc2OC)C(=O)C(C)Oc2cccc(Cl)c2)c(=O)[nH]c1=O (stereo unspecified)	-0.9%
108	COc1ccc(S(=O)(=O)N2CCC(C(=O)N3CCN(C)CC3)CC2)cc1Cl	-4.3%
109	COc1ccc(C(=O)CCC(=O)Nc2ccc(N3CCCCC3)cc2)cc1OC	2.9%
110	CCOCCCNC(=O)Cc1cc(=O)[nH]c(=O)[nH]1	8.0%
111	CC1Oc2cc3oc4c(O)c(O)ccc4c(=O)c3c(O)c2C1(C)C (stereo unspecified)	-2.2%
112	S=C(Nc1ccc(Cc2ccncc2)cc1)Nc1cccc(Cl)c1	-8.3%

The list is partial. The share of hits here may be higher or lower than overall.
